NCOA2 inhibitor = inhibition of GAL4-SRC2 driven luciferase reporter, primary screen, SRC2 inhibitor project, cell-based, luminescence. Nuclear receptor coactivator 2 (Homo sapiens), Q15596. HEK293 GAL4-SRC2 luciferase reporter. inhibition, % at 9 µM. actives 0.17% (n = 370,000);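 active = inhibition above the mean inhibition of all tested compounds plus 3 SD, set per campaign, cut at about 52% in these data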;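 also: 0% = DMSO treated cells and 100% = cells given Gossypol at 36 µM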
TRAIL sens C8 = viability loss with TRAIL in NB7+C8 cells, primary screen, TRAIL sensitizer project, cell-based, ATPlite luminescence. inhibition (viability loss, TRAIL sensitization), % at 10 µM. actives 1% (n = 360,000);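 active = compounds causing at least 50% loss of cell viability in the single-dose screen, relative to plate controls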
TROY NFkB inh = inhibitors of TROY-driven NF-kB signaling, primary screen, Q293 LMP1-TROYcd cells, NF-kB luciferase, uHTS. inhibition, % at 10 µM. Q293 LMP1-TROYcd NF-kB luciferase reporter, 4 h. actives 0.98% (n = 360,000). AID 1347056, 2019;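 active = compounds whose plate-normalised and pattern-corrected inhibition of the luciferase reporter signal at the single screening dose is 50% or more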
NR5A2 inv ag = LRH-1 (NR5A2) inverse agonists, primary screen, cell-based, luminescence, HEK293T, StAR-luciferase reporter; actives 0.13% (n = 360,000); LRH-1 transfected, 24 h; Nuclear receptor subfamily 5 group A member 2 (Homo sapiens), O00482; AID 602396, 2012; inhibition, % at 3.6 µM;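 active = inhibition above the mean inhibition of all tested compounds plus 3 SD, cut at about 73% in these data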;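 also: 0% = DMSO wells and 100% = reporter-only cells lacking LRH-1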
Target sequence (O00482 whole entry, looked up): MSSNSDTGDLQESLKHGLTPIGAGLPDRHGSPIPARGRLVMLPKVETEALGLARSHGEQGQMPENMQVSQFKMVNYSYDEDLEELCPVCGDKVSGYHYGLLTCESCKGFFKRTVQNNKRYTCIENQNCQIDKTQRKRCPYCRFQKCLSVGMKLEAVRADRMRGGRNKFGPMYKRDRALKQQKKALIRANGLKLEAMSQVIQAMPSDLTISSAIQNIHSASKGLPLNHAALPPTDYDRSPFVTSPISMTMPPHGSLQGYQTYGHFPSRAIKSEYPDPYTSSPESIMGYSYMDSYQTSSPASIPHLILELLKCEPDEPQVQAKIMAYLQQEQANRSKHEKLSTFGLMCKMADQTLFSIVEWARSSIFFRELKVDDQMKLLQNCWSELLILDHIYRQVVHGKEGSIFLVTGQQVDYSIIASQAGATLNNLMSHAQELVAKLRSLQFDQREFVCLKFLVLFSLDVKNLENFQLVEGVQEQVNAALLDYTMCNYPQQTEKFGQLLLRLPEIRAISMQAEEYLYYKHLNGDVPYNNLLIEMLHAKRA
NCOA1 inh = SRC1 coactivator transcriptional activity inhibitors, primary screen, cell-based, luminescence; Nuclear receptor coactivator 1 (Homo sapiens), Q15788; HEK293 GAL4-SRC1 luciferase reporter; inhibition, % at 3.6 µM; actives 0.12% (n = 360,000); AID 588354, 2011;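 active = inhibition above the campaign mean plus 3 SD, with each screening campaign given its own cutoff, cut at about 60% in these data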;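 also: 0% = DMSO treated cells and 100% = gossypol at 36 µM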
SRC3 inh = SRC3 coactivator transcriptional activity inhibitors, primary screen, cell-based, luminescence; HEK293 GAL4-SRC3 luciferase reporter; Nuclear receptor coactivator 3 (Homo sapiens), Q9Y6Q9; actives 0.17% (n = 360,000); inhibition, % at 3.6 µM; AID 588352, 2011;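 active = inhibition above a per-campaign cutoff, the mean of all compounds plus 3 SD, cut at about 60% in these data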;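 also: 0% = DMSO-treated cells and 100% = gossypol-treated cells at 36 µM; higher means less SRC3-driven luciferase light from the GAL4 reporter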
NOD2 RIPK2 PPI = NOD2-RIPK2 binding disruptors in cells, primary screen, fluorescence, CHO cells, BLA complementation | CCF4 ratio | inhibition, % at 4.98 µM | actives 0.38% (n = 360,000); in the data active = inhibition above about 21%;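 also: 0% = vehicle only and 100% = reference blocker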
EBV LMP1 NFkB = EBV LMP1-driven NF-kappaB luciferase reporter inhibitors, primary screen, cell-based, luminescence, single point. LMP1-induced NF-kappaB luciferase reporter cells. actives 0.69% (n = 350,000). inhibition, % at 12.5 µM; in the data active = inhibition above about 41%;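 also: 0% = neutral control wells and 100% = reference inhibitor control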
Vif inh = HIV Vif self-association inhibitors, primary screen, imaging, HEK293T, single point; HEK293T cells, Vif self-association by quenched fluorescence, 24 h; inhibition, % at 7.49 µM; actives 0.35% (n = 340,000); in the data active = inhibition above about 50%, passing the limit was not always enough; also: some results filed as inactive read as strong as hits
TLR9-MyD88 inh = inhibitors of TLR9-MyD88 association in cells, primary screen, cell-based, CHO, BLA complementation, fluorescence | Toll-like receptor 9 (Homo sapiens) + Myeloid differentiation primary response protein … | CCF4 FRET ratio | inhibition, % at 4.98 µM | actives 0.21% (n = 340,000) | AID 504734, 2011;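 active = inhibition above the mean over all tested compounds plus 3 SD, cut at about 21% in these data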;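 also: 0% = DMSO only wells and 100% = clavulanate BLA inhibitor control wells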
NR2F2 inh = NR2F2 transcriptional activity inhibitors, primary screen, cell-based, luciferase reporter, HEK293T, luminescence; inhibition, % at 8.6 µM; HEK293T NGFI-A luciferase reporter; actives 0.7% (n = 370,000); AID 686940, 2013;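 active = inhibition above a per-plate cutoff, mean inhibition of test wells between control levels plus 3 SD, cut at about 38% in these data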;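 also: cells cotransfected with COUP-TFII expression vector driving the NGFI-A reporter; 0% = median of COUP-TF2 test wells and 100% = reporter-only cells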
Target sequence (P24468 whole entry, looked up): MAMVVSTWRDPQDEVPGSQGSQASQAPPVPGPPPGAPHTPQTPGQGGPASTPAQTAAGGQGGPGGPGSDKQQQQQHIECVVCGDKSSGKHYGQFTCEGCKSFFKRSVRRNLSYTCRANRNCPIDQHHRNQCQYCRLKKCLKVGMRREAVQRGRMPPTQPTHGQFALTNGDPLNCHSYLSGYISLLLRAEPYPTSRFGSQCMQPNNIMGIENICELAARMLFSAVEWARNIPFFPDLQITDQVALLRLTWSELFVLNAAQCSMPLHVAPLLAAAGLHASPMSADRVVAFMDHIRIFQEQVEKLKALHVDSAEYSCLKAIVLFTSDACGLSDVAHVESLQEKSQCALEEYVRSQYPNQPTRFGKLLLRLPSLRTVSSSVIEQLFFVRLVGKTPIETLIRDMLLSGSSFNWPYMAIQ
* hit, by the source's call; / = no result given. Only part of the results is shown; rates above refer to the full screens.

SMILES | NCOA2 inhibitor | TRAIL sens C8 | TROY NFkB inh | NR5A2 inv ag | NCOA1 inh | SRC3 inh | NOD2 RIPK2 PPI | EBV LMP1 NFkB | Vif inh | TLR9-MyD88 inh | NR2F2 inh
COCCCNc1nnc(Cc2ccc(Cl)cc2)c(=O)[nH]1 | -17 | 29 | -11 | 28 | -12 | 1 | 0 | 15 | 2 | 12 | -7
CCOc1ccc(NS(=O)(=O)c2ccc(NC(=O)C3CC3)cc2)cc1 | 7 | 7 | 1 | -14 | -7 | 3 | -6 | 9 | -16 | -3 | 0
CCCS(=O)(=O)NC(=O)C1(C)CCN(C(=O)c2cccc(C)c2C)C1 (centres undefined) | -15 | 4 | -8 | -6 | 4 | 0 | -20 | / | 1 | / | 6
Cc1cccnc1C(NC(=O)C1CCN(CCCOc2ccc(F)cc2)CC1)c1ccccc1 (centres undefined) | -25 | -2 | -14 | 10 | -13 | 8 | 20 | / | 17 | / | -19
Cc1cnc(NC(=O)CCNC(=O)c2ccc([N+](=O)[O-])cc2)s1 | -10 | -11 | 10 | 4 | -28 | 6 | 2 | -15 | 0 | -8 | -5
CS(=O)(=O)N(CC(=O)NCc1ccncc1)C1CCCCC1 | 12 | -3 | -1 | 12 | -3 | 0 | -7 | -3 | 9 | -2 | -5
Nc1ncnc2c1ncn2[C@@H]1O[C@H](CNC(=O)[C@@H]2CCN2)[C@@H](O)[C@H]1O | -11 | 18 | 3 | -3 | 4 | -11 | -7 | -3 | / | -13 | 13
Cc1ccc(OC(C)C(=O)Nc2ccc(S(=O)(=O)Nc3nccs3)cc2)cc1 (centres undefined) | -8 | 15 | -5 | -7 | -17 | 5 | 3 | 5 | -8 | -6 | 5
CSc1nsc2nc(=O)c(/C=C3\C(C)=Nc4ccc(C)cc43)c(N)n12 | -27 | 30 | 27 | -5 | 4 | 10 | -2 | -6 | -4 | -8 | -12
CCO/C=C/C(O)(CNC(=O)c1ccc(C(C)(C)C)cc1)C(F)(F)F (centres undefined) | -29 | 0 | -21 | 12 | 8 | 11 | 0 | 11 | -29 | 1 | -3
COCc1ccc(C(=O)N2CCCC(N(C)Cc3ccccc3)C2)s1 (centres undefined) | -6 | 1 | -4 | 1 | -1 | -9 | -4 | 4 | 8 | -5 | 11
Cc1cc(NC(=O)c2cc(-c3ccccn3)nc3ccc(Br)cc23)no1 | 9 | 23 | 1 | 19 | 21 | 8 | -4 | -37 | 2 | -5 | 7
COc1cc2c(cc1OC)CN(C(=O)COc1ccccc1C#N)CC2 | -19 | 3 | -22 | -9 | -11 | -6 | 10 | -3 | -19 | -1 | -22
O=C(CN1CCN(CC(=O)Nc2ccccn2)CC1)Nc1ccccn1 | -22 | -9 | 19 | 2 | -12 | -20 | -13 | 22 | -5 | -3 | 9
COC(=O)c1ccccc1NC(=O)c1ccc(COc2cc(C)cc(C)c2)o1 | -6 | -3 | 1 | -4 | -5 | 10 | -4 | 0 | -14 | 0 | 5
COc1ccc(C(=O)N/N=C\C(C)=C\c2ccccc2)cc1OC | -16 | -19 | -17 | -4 | 18 | 9 | -90 | -7 | -2 | -5 | -8
COc1ccc(-n2nnc3c(=O)n(CC(=O)Nc4cc(C)on4)cnc32)cc1OC | 9 | 2 | 4 | 12 | -32 | 2 | 0 | -2 | -2 | -3 | 8
Cc1ccc(-n2ncc3c2CC(C)(C)CC3NC(=O)CCc2cccnc2)cc1 (centres undefined) | 3 | -2 | 6 | 16 | 12 | 12 | -6 | 1 | 2 | 1 | -8
Cc1ccc(S(=O)(=O)N2CCN(C(=O)NCc3ccc(F)cc3)CC2)c(C)c1 | -6 | 7 | 23 | 2 | 7 | -11 | -13 | -2 | -9 | 4 | 10
Cc1ccc(C2N(c3ccc(Cl)c(Cl)c3)C(=O)C3CCCN32)o1 (centres undefined) | -1 | -6 | -20 | -20 | -9 | -20 | -1 | -5 | 5 | -5 | -6
COc1ccccc1NS(=O)(=O)c1cccc(C(=O)N/N=C2\CC(=O)CC(C)(C)C2)c1 | 1 | 0 | -2 | -5 | -18 | 27 | -5 | -8 | 5 | -6 | 4
CCCCN(C)C/C(O)=C(\C#N)c1nc(-c2ccccc2)cs1 | -46 | -10 | 1 | 8 | -15 | -19 | -4 | -7 | 2 | 1 | 0
CNc1ccc(Cl)cc1C(N)=O | 10 | 25 | 8 | 2 | 1 | 15 | -5 | 0 | -2 | -6 | -1
Cc1ccc(C(C)C)c(OCC(=O)NS(=O)(=O)c2ccc(Cl)cc2)c1 | 13 | 10 | 4 | -1 | -29 | 20 | -10 | -1 | 9 | -4 | 14
CCOc1ccc(CNC(=O)CCC(=O)N2CCSc3ccccc32)cc1 | 10 | -21 | 3 | 0 | -5 | -12 | 4 | -2 | 9 | 9 | -2
SMILES | NCOA2 inhibitor | TRAIL sens C8 | TROY NFkB inh | NR5A2 inv ag | NCOA1 inh | SRC3 inh | NOD2 RIPK2 PPI | EBV LMP1 NFkB | Vif inh | TLR9-MyD88 inh | NR2F2 inh
CC1Cc2nc(SCC(=O)NCC3CCCO3)n(Cc3ccccc3)c(=O)c2S1 (centres undefined) | -9 | -18 | -26 | -7 | -17 | 2 | -5 | -2 | / | -10 | 0
CCOC(=O)c1cnn(-c2ccc(C(C)C)cc2)c1NC(=O)C1CCC1 | -26 | 9 | -11 | -54 | -45 | -32 | -4 | -13 | 8 | -4 | -25
COc1cccc(C(=O)NCCS(=O)(=O)N2CCC3(CC2)OCCO3)c1 | -15 | -3 | 0 | -11 | 5 | 11 | 3 | 4 | 6 | -1 | -11
COc1ccccc1NC(=O)CCn1c(=S)oc2ccccc21 | -14 | 8 | -8 | -11 | 8 | -3 | -4 | 1 | -16 | -1 | 5
COc1cc(OC)nc(Oc2ccccc2C=O)n1 | 6 | 11 | -17 | -2 | 2 | -7 | 1 | -1 | 6 | 2 | -1
CCn1c(=O)c([N+](=O)[O-])c(NCc2ccco2)c2ccccc21 | -11 | -3 | 0 | -15 | -7 | 18 | 0 | / | -4 | / | 13
O=C(CSc1nnnn1C1CCCCC1)Nc1ccccc1F | 4 | -4 | 2 | 10 | -10 | -1 | 2 | 2 | -4 | -4 | 8
C/C(=N\NC(=O)c1ccc(O)cc1)c1ccc(NC(=O)Cc2ccccc2)cc1 | -51 | -13 | -42 | -100 | -77 | -81 | -8 | -13 | 14 | -5 | -61
O=C(CSc1ccc(Cl)cc1)NC1CCCC1 | -28 | -8 | -36 | -43 | -52 | -31 | -2 | -19 | -2 | 2 | -5
COc1ccccc1CCC(=O)OCC(=O)Nc1cccc(S(=O)(=O)N2CCCCC2)c1 | 11 | -1 | 12 | 11 | -8 | 9 | -4 | -2 | -8 | 6 | -7
Cc1nn(CCOc2ccccc2)c(=O)n1-c1ccc(Cl)cc1 | -41 | 5 | -19 | -24 | -40 | -18 | -3 | -10 | 16 | 3 | -36
CCN(CC)CCn1c(NCc2nc3ccccc3n2Cc2ccccc2)nc2ccccc21 | -13 | -9 | 4 | 10 | 2 | -19 | 8 | 21 | 13 | -7 | -21
CCN(CC)c1ccc(C(=O)NNC(=O)CN2C(=O)NC3(CCCCC3)C2=O)cc1 | -13 | 13 | -17 | -8 | 1 | 13 | -4 | 1 | -6 | 1 | 11
CN(C)S(=O)(=O)c1ccc(C(=O)NCCOc2ccccc2)cc1 | -101 | -11 | -32 | -103 | -90 | -86 | -2 | -25 | / | -5 | -44
Cc1ccc(NC(=O)C(CC(C)C)NC(=O)C2CCC(C)CC2)nc1 (centres undefined) | -11 | -8 | 2 | 14 | 12 | 26 | 4 | -8 | 6 | 4 | 9
COc1ccc(NC(=O)NNC(=O)c2cc(C3CC3)nc3ccccc23)c(OC)c1 | 0 | -4 | 6 | -3 | 0 | -2 | -13 | 1 | -7 | -8 | -5
CC(=O)c1ccc(OCC(=O)Nc2ccc(N3CCCCC3)cc2)cc1 | 21 | -17 | 2 | -16 | 0 | -14 | -7 | 0 | -3 | -2 | -8
Cc1occc1C(=O)N/N=C/c1cnn(C)c1C | -56 | 10 | -21 | -135 | -108 | -114 | -5 | -9 | -13 | -14 | -30

Pulled by compound from the list above:
SMILES | NCOA2 inhibitor | TRAIL sens C8 | TROY NFkB inh | NR5A2 inv ag | NCOA1 inh | SRC3 inh | NOD2 RIPK2 PPI | EBV LMP1 NFkB | Vif inh | TLR9-MyD88 inh | NR2F2 inh
COc1ccc(NC(=O)NNC(=O)c2cc(C3CC3)nc3ccccc23)c(OC)c1 | 0 | -4 | 6 | -3 | 0 | -2 | -13 | 1 | -7 | -8 | -5
CCn1c(=O)c([N+](=O)[O-])c(NCc2ccco2)c2ccccc21 | -11 | -3 | 0 | -15 | -7 | 18 | 0 | / | -4 | / | 13
CCOC(=O)c1cnn(-c2ccc(C(C)C)cc2)c1NC(=O)C1CCC1 | -26 | 9 | -11 | -54 | -45 | -32 | -4 | -13 | 8 | -4 | -25
COc1cc(OC)nc(Oc2ccccc2C=O)n1 | 6 | 11 | -17 | -2 | 2 | -7 | 1 | -1 | 6 | 2 | -1
Cc1occc1C(=O)N/N=C/c1cnn(C)c1C | -56 | 10 | -21 | -135 | -108 | -114 | -5 | -9 | -13 | -14 | -30

Profiles, looked up by structure:
Record of `COc1cc(OC)nc(Oc2ccccc2C=O)n1` → NCOA2 inhibitor: 6; TRAIL sens C8: 11; TROY NFkB inh: -17; NR5A2 inv ag: -2; NCOA1 inh: 2; SRC3 inh: -7; NOD2 RIPK2 PPI: 1; EBV LMP1 NFkB: -1; Vif inh: 6; TLR9-MyD88 inh: 2; NR2F2 inh: -1
Record of `Cc1ccc(-n2ncc3c2CC(C)(C)CC3NC(=O)CCc2cccnc2)cc1` (centres undefined) → NCOA2 inhibitor: 3; TRAIL sens C8: -2; TROY NFkB inh: 6; NR5A2 inv ag: 16; NCOA1 inh: 12; SRC3 inh: 12; NOD2 RIPK2 PPI: -6; EBV LMP1 NFkB: 1; Vif inh: 2; TLR9-MyD88 inh: 1; NR2F2 inh: -8
